From PubChem
AID inh: blocks human AID cytidine deaminase activity; Potency, µM (highest dose often 115 µM), for inactives: at the highest dose activity change, negative = inhibition, hits mostly inhibitors; Q9GZX7; hit rate 0.32% among 91,000; AID deamination FRET fluorescence, UDG-coupled, 4 h; AID 1347428; further: nearly all actives have a fitted effect of over 25% in size
Target sequence (Q9GZX7 whole entry, looked up): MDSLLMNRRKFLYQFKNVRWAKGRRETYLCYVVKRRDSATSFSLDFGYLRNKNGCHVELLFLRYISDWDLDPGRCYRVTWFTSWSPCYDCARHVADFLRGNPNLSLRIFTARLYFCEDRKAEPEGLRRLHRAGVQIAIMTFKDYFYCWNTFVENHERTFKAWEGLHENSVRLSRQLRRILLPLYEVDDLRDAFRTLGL
UDG counter: blocks uracil-DNA glycosylase in AID counter-screen; FRET deamination/UDG coupled assay, UDG read, 4 h; Potency, µM (titrated, usually from 115 µM), inactives show at the highest dose activity change, negative = inhibition, hits mostly inhibitors; hit rate 0.14% among 91,000; AID 1347430; further: nearly all actives have a fitted effect of over 65% in size
An asterisk follows results filed as active; ? = inconclusive; [ ] = dose if it differs, or a comment. The call rests on the fitted dose curve; in most records, active means well fitted curve in the direction sought with a large enough effect; inconclusive means small, poorly fitted or top-dose-only effect, or another doubt; inactive means no such curve, though single readings can be large; an effect the other way counts as inactive or inconclusive. On the % scale 0 is the no-effect control and ±100 the full control effect; potency means the concentration at half of the fitted maximal effect. A portion of the library (hit frequency here may not be typical).

SMILES	AID inh	UDG counter
CCCC(NC(=O)NCc1ccc(F)cc1)C(=O)N(C)CC(=O)N(CC)CC (stereo not given)	-1%	-5%
CCC1CN(C(=O)Nc2cc(OC)cc(OC)c2)c2ccccc2S1 (stereo not given)	?	?
O=C(Nc1ccc(Cl)c(Cl)c1)N(Cc1c[nH]c2ccccc12)C1CCCCC1	3%	-2%
CCC(=O)N1CCc2cc(S(=O)(=O)N3CCN(c4ccccc4F)CC3)ccc21	9%	-9%
Cc1cccc(Cn2c(CN3CCC(C(=O)NCc4ccccc4Cl)CC3)cc3ccccc32)c1	4%	-15%[57.5 µM]
Clc1cccc(N/N=C/C(Br)=C/c2ccccc2)c1	-9%	-16%
CC(=O)N/C(=C/c1ccccc1)C(=O)OC(C(N)=O)c1ccccc1 (stereo not given)	-7%	-7%
CN(C(=O)c1cccc(Cl)c1)c1nc2ccccc2o1	4%	-3%
COC(=O)C1=C(C(=O)OC)SC(=C(Cl)C(=S)Sc2ccccn2)S1	-1%	-1%
Cc1cccc(C)c1Nc1c(-c2ccccc2Cl)nc2cnccn12	11%	-25%
CCOc1ccccc1NS(=O)(=O)c1ccc(-c2cnc(C3CC3)o2)cc1	-14%	-14%
O=C(/C=C/c1cccs1)Oc1ccc2oc3ccccc3c2c1	-22%	-14%
O=C(OCc1cc(-c2ccccc2)no1)c1cc(Cl)c[nH]1	1%	-5%
N#Cc1c(SCC(=O)N2CCCC2)nc(N2CCOCC2)c2c1CCCC2	-15%	-2%
NC(=O)C1CN(C(=O)c2nn(Cc3ccccc3)c(=O)c3ccccc23)c2ccccc2O1 (stereo not given)	-30%	-21%
CC(C)C(=O)Nc1cccc(C(=O)Nc2nnc(CC(C)(C)C)s2)c1	-2%[57.5 µM]	-1%[57.5 µM]
CCc1nnc2c3ccccc3nc(Nc3ccc(F)c(Cl)c3)n12	11%	0%
CN(C(=O)CSc1nncn2c1cc1occc12)c1ccccc1	46%[activator]	-19%
COc1cc(Nc2nc3ccccc3c3nnc(C)n23)cc(OC)c1	4%	11%
N#CCCSc1sc(=S)sc1SCc1cc(C(F)(F)F)cc(C(F)(F)F)c1	-10%	-13%
Cc1cccc(OCCCn2c(CCNC(=O)C(C)(C)C)nc3ccccc32)c1	-10%	-9%[57.5 µM]
Brc1ccc(-c2noc(-c3ccco3)n2)o1	17%	4%
COc1cccc(NS(=O)(=O)c2ccc3[nH]cc(C(=O)N4CCCC4)c(=O)c3c2)c1	10%	-15%[57.5 µM]
CC(=O)N/N=C/c1ccc(C(C)C)cc1	3%	-3%
CCOC(=O)c1ccccc1NC(=O)N1CCOc2ccc(Cl)cc21	5%	-7%[57.5 µM]
CCn1c(N2CCN(Cc3ccccc3F)CC2)nc2c1c(=O)[nH]c(=O)n2C	-3%	5%
CCOc1ccc(-c2nonc2NC(=O)c2oc3ccc(F)cc3c2C)cc1	-7%	-2%
Cc1ccccc1N1CCN(S(=O)(=O)c2ccccc2)CC1	?	-11%
CCc1ccc(S(=O)(=O)c2c(C(=O)c3ccc(C)c(C)c3)cnc3ccccc23)cc1	-1%	-5%
CN(C(=O)CNc1ccccc1Cl)C1CCS(=O)(=O)C1 (stereo not given)	-3%	5%
CCNC(=O)NC(=O)CN1CCCC(c2nc3ccccc3o2)C1 (stereo not given)	0%	-2%
CCc1cccc(NC(=O)c2ccc(CN3C(=O)C(C)=C(c4ccc(OC)cc4)S3(=O)=O)cc2)c1	18%	12%
CCN(CC)C(=O)c1c(NC(=O)c2cccc(C)c2)sc2c1CCC(C)C2 (stereo not given)	0%	3%
CS(=O)(=O)N1CCc2cc(C(=O)N3CCN(c4ccccc4F)CC3)ccc21	-30%	-5%
CCCNc1c(NC(=O)c2cccs2)c(=O)oc2ccccc12	1%	-1%
O=S(=O)(/C(=C/c1ccc2ccccc2c1)c1nc2ccccc2[nH]1)c1ccccc1	-2%	-4%

Pulled one by one from the entries so far, 2 records:
SMILES	AID inh	UDG counter
CCN(CC)C(=O)c1c(NC(=O)c2cccc(C)c2)sc2c1CCC(C)C2 (stereo not given)	0%	3%
Cc1ccccc1N1CCN(S(=O)(=O)c2ccccc2)CC1	?	-11%

Next compounds follow:
SMILES	AID inh	UDG counter
Fc1ccc(Sc2ccncc2)cc1	-3%	-7%
CC1CCN(C(=O)Cn2c(SCC(=O)Nc3ccc(F)cc3)nc3ccccc32)CC1	-3%	-5%
Nn1nc(-c2ccccc2)nc1-c1ccccc1	1%	3%
Cc1ccc(S(=O)(=O)N(Cc2cccnc2)C2CC2)cc1F	3%	-1%
CCCNc1c(C)cccc1C	-1%	6%
O=C(CSc1nc2c([nH]c3ccccc32)c(=O)n1-c1ccccc1)NCc1ccc(F)cc1	-4%	4%[57.5 µM]
O=C(Nc1ccccc1C(=O)OCc1cc(=O)n2nc(C3CC3)sc2n1)c1cccc(F)c1	5%	-4%
O=C(NCC12CC3CC(CC(C3)C1)C2)c1cc2nc(-c3ccccc3)cc(C(F)(F)F)n2n1	-9%	12%
CCOC(=O)C(NC(=O)Cc1coc2c(C)c(C)ccc12)C(=O)OCC	-1%	-2%
Cn1c(=O)c2c(-c3ccccc3)n3c(c2n(C)c1=O)C(c1cccc([N+](=O)[O-])c1)Nc1ccccc1-3 (stereo not given)	?	?
CCn1nc(C)c2c(-c3ccccc3)cc(=O)n(C(C)C(=O)NCc3ccccc3OC)c21 (stereo not given)	?	-11%
CC(Sc1nnnn1C(C)(C)C)C(=O)c1cccc(Cl)c1 (stereo not given)	-15%	-5%

In another format: four of the compounds above.
O=C(NCC12CC3CC(CC(C3)C1)C2)c1cc2nc(-c3ccccc3)cc(C(F)(F)F)n2n1
  AID inh: -9% | UDG counter: 12%

CCOC(=O)C(NC(=O)Cc1coc2c(C)c(C)ccc12)C(=O)OCC
  AID inh: -1% | UDG counter: -2%

Cn1c(=O)c2c(-c3ccccc3)n3c(c2n(C)c1=O)C(c1cccc([N+](=O)[O-])c1)Nc1ccccc1-3 (stereo not given)
  AID inh: ? | UDG counter: ?

CCn1nc(C)c2c(-c3ccccc3)cc(=O)n(C(C)C(=O)NCc3ccccc3OC)c21 (stereo not given)
  AID inh: ? | UDG counter: -11%

Back to the main list, starting 5 compounds before the break.
SMILES	AID inh	UDG counter
O=C(NCC12CC3CC(CC(C3)C1)C2)c1cc2nc(-c3ccccc3)cc(C(F)(F)F)n2n1	-9%	12%
CCOC(=O)C(NC(=O)Cc1coc2c(C)c(C)ccc12)C(=O)OCC	-1%	-2%
Cn1c(=O)c2c(-c3ccccc3)n3c(c2n(C)c1=O)C(c1cccc([N+](=O)[O-])c1)Nc1ccccc1-3 (stereo not given)	?	?
CCn1nc(C)c2c(-c3ccccc3)cc(=O)n(C(C)C(=O)NCc3ccccc3OC)c21 (stereo not given)	?	-11%
CC(Sc1nnnn1C(C)(C)C)C(=O)c1cccc(Cl)c1 (stereo not given)	-15%	-5%
CSCCC(NC(=O)c1ccc2ccccc2n1)C(=O)NC1CC1 (stereo not given)	6%	3%
CNC(=O)c1ccc2c(c1)CCCN2C(=O)c1ccc(Cl)cc1	-2%	5%
CC(C)N(C(=O)c1ccc(Br)cc1)C(C)C	-3%	-15%
CCCc1c(C(=O)Nc2ccc(NC(C)=O)cc2)nnn1-c1ccc2noc(-c3ccccc3)c2c1	-12%	-3%
Cc1nc(NCCC(C)C)sc1C(=O)NCc1ccco1	-2%	2%
CCOc1ccc(N2CC(c3nc4ccccc4n3CCCCOc3ccc(OC)cc3)CC2=O)cc1 (stereo not given)	-25%	-4%
O=C1CN(C(=O)Cc2ccc(F)cc2)C(c2ccccc2)c2cc(Cl)ccc2N1 (stereo not given)	-8%	-5%
CNC(=O)/C=C/c1cccc([N+](=O)[O-])c1	8%	-1%
O=C1OC(C(=O)OCc2ccc3c(c2)OCO3)Cc2ccccc21 (stereo not given)	-1%	-2%
Cc1nc2nc3ccn(CCCN(C)C)c(=O)c3c(-c3ccccc3)n2n1	9%	-6%
Cc1cc(C)nc(Nc2ncc(O)n2-c2ccc(F)cc2)n1	0%	-1%
Cc1ccc(Oc2nc(-c3ccncc3)nc3ccccc23)cc1	?	2%
Cc1cccc(C)c1NC(=O)CSc1ncc2c(n1)-c1ccc(Cl)cc1N(Cc1ccccc1)S2(=O)=O	-13%	-7%
CCOC(=O)c1c(S(=O)(=O)NCC(=O)Nc2ccc(C(C)=O)cc2)c(C)n(C)c1C	-2%	?
CC(C)(C)c1ccc(NC(=O)c2ccc(F)cc2F)cc1	-6%	-1%
CCCCOC(=O)c1nc2ccccc2nc1Nc1cccc(OC)c1	8%	-8%
N#Cc1c(SCCN2CCCC2)nc(N2CCCC2)c2c1CCCC2	?	-5%
CCOc1ccc(-c2cc(C(=O)O)c3ccccc3n2)cc1	2%	3%
CCc1c(-c2ccccc2)nc2ccccc2c1C(=O)NCc1ccc(C)cc1	?	-9%
S=C(NCc1ccccc1)C12CC3CCC(CC(C3)C1)C2	-13%	-7%
Cc1ccc(C(=O)NCc2nc(-c3ccccc3)oc2C)cc1	-13%	-10%
CC(Sc1ccc(C(F)(F)F)cn1)C(=O)NC(C)(C)C (stereo not given)	2%	-2%
Cc1ccc(NC(=O)CN2CCSc3ccc(S(=O)(=O)N4CCCC4)cc32)cc1C	-18%	0%
COCCn1c(=N)c(C(=O)NCc2ccco2)cc2c(=O)n3cc(C)ccc3nc21	66%[activator]	12%
O=C(CCCn1ccc2cc(S(=O)(=O)N3CCCC3)ccc21)NCc1ccco1	-18%	34%[activator]
COc1ccc(OC(=O)C23CC4CC(CC(Cl)(C4)C2)C3)cc1	5%	6%
Cc1cccc(NC(=O)CSc2nc3ccccc3nc2N2CCCCC2)c1C	?	0%
COCCNC(=O)Cc1nc(-c2cccs2)oc1C	4%	7%
Oc1ccc2ccccc2c1C=Nc1c(F)c(F)c(F)c(F)c1F	?	?
O=C(c1n[nH]c(=O)c2ccccc12)N1CCCC1c1nc2ccccc2s1 (stereo not given)	-16%	0%
CC(C)(C)c1ccc(-c2nc(S(=O)(=O)c3ccccc3)c(N3CCOCC3)o2)cc1	?	-22%
COc1cc(NC(=O)CSc2nc(-c3ccco3)cc(C(F)(F)F)n2)cc(OC)c1OC	3%	-7%
COc1ccccc1C(=O)N1CCC(c2c[nH]c3ccccc23)(c2c[nH]c3ccccc23)CC1	-12%	-15%
CC1=C(C(=O)OC(C)C)C(c2cccc(Cl)c2Cl)CC(=O)N1 (stereo not given)	-7%	0%
COc1cc(C(=O)Nc2ccc(N3CCOCC3)nc2)cc2c1OCCO2	7%	0%
Cn1cnc2c1c(=O)n(CC(=O)Nc1ccc(N3CCCCCC3)cc1)c(=O)n2C	-8%	-13%

Single entries from the results shown:
In AID inh, O=C(CCCn1ccc2cc(S(=O)(=O)N3CCCC3)ccc21)NCc1ccco1 has -18%
In AID inh, COc1ccc(OC(=O)C23CC4CC(CC(Cl)(C4)C2)C3)cc1 has 5%
In UDG counter, Cc1cccc(NC(=O)CSc2nc3ccccc3nc2N2CCCCC2)c1C has 0%
In UDG counter, Cn1cnc2c1c(=O)n(CC(=O)Nc1ccc(N3CCCCCC3)cc1)c(=O)n2C has -13%
In UDG counter, COc1cc(NC(=O)CSc2nc(-c3ccco3)cc(C(F)(F)F)n2)cc(OC)c1OC has -7%
In AID inh, O=C(c1n[nH]c(=O)c2ccccc12)N1CCCC1c1nc2ccccc2s1 (stereo not given) has -16%

Remaining list, next part:
SMILES	AID inh	UDG counter
COc1ccc2c(C(F)(F)F)cc(=S)[nH]c2c1	-6%	-2%
COc1ccc(NC2=NC(C(=O)Nc3cc(Cl)ccc3OC)CC(=O)N2)cc1 (stereo not given)	-15%	52%[activator]
O=C(Cc1ccccc1)OCC(=O)c1ccc(-c2ccccc2)cc1	6%	-10%
O=C(NCCn1cc(SCc2ccc(Cl)cc2)c2ccccc21)c1cccs1	?	-9%
CC1=C(C(=O)OCC(F)(F)C(F)(F)F)C(c2ccc3c(c2)OCO3)NC(=O)N1 (stereo not given)	-11%	-11%
COC(=O)c1ccccc1NC(=O)N1CCC(n2c(C)nc3cccnc32)CC1	0%	30%
Cc1ccccc1NC(=O)CC(NCc1cccnc1)C(=O)O (stereo not given)	3%	15%
Cc1ccc(CNC(=O)c2cc3c(s2)-c2ccc(Cl)cc2SC3)cc1	5%	-14%[57.5 µM]
CCN1CCN(C(C)CNC(=O)NCc2csc(C)n2)CC1 (stereo not given)	-3%	-11%
Cc1ccc(NC(=O)C2CCC(CNS(=O)(=O)c3cccc4nsnc34)CC2)c(C)c1 (stereo not given)	-27%[57.5 µM]	-7%[57.5 µM]
COc1ccccc1CCNC(=O)Cc1c(C)c2c(cc(C)c3c(C)coc32)oc1=O	2%	-8%
Cc1ccc(C(=O)/C=C/c2ccc(F)c(Br)c2)o1	-19%	-7%
CC(NC(=O)c1ccc(Cl)o1)c1nc(-c2ccc(F)cc2)no1 (stereo not given)	-8%	-10%
CCCCCc1ccc(-c2ccc(C#N)cc2)nc1	-11%	-4%
CCCN1CCN(c2nnc(-n3cccc3CN3CCN(c4ccccc4)CC3)s2)CC1	-10%	3%
Cc1ccc(Cl)c(OCc2n[nH]c(=S)n2C)c1	-5%	0%
Cc1ccc(/C=C/C(=O)Nc2ccc3nc(N4CCC(C)CC4)cc(C)c3c2)cc1	9%	-1%
COc1ccc(C(=O)/C=C/c2ccc(C(F)(F)F)cc2)cc1F	-10%	5%
CCNS(=O)(=O)c1ccc(C(=O)N2CCCC2c2ccc3c(c2)OCCO3)cc1 (stereo not given)	-1%	-4%
COc1cccc(N2CC(NC(=O)Cc3cccs3)CC2=O)c1 (stereo not given)	28%	6%
COC(=O)CCNC(=O)N1CCc2[nH]cnc2C1c1cccc(Cl)c1Cl (stereo not given)	-2%	-3%
OB(O)c1cc2ccccc2s1	8%	1%
COc1cccc2cc(/C=C/C(=O)c3ccc(C)o3)oc12	1%	-7%
COc1cccc(/C=C/c2nc(C#N)c(N(C)Cc3ccccc3)o2)c1	?	-3%
COC(=O)CN1CCN(CCC(C)C)CC1	-5%	-9%
Cc1cccc(-c2cc(NC(=O)C(C)(C)C)n(-c3ccccc3)n2)c1	-2%	?
